ARNT TACC3 PPI: disruptors of ARNT/TACC3 protein interaction, primary screen, biochemical, AlphaScreen, single concentration. inhibition, % at 9.99 µM. AlphaScreen His-ARNT PAS-B/GST-TACC3 binding, luminescence; TACC3 fragment carries E629A point mutation. 0.66% of 390,000 active;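 active = mean inhibition of replicates at least 50% and at least half of replicates each reaching 50%; inconclusive = half or more replicates reach 50% but mean below 50%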;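 also: 0% = complete ARNT plus TACC3 wells and 100% = ARNT alone without TACC3; many hits fall short of the cut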
Cneo AK release: Cryptococcus neoformans cell lysis inducers, primary screen, AK release luminescence, single concentration | 0.2% of 360,000 active | AID 651654, 2012 | C. neoformans lysis, adenylate kinase release luminescence, 4 h; normalised: neutral wells 0, clomiphene wells 100 | lysis activity, % at 15 µM;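 active = mean lysis activity across replicates of at least 80%, whatever share of replicates individually reach that level; inactive = mean lysis activity below 80%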
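Schedule: static 4 h at 37 °C with compound, 1 h detection; system: C. neoformans cells; benchmarks: Clomiphene as positive control; buffer or medium: fresh YPD medium; measure: luminescence rise reflecting yeast cell lysis; measured by: luminescent adenylate kinase detection reagent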
miR-122 sensor: miR-122 Renilla sensor signal increase in Huh7, primary screen, miR-122 inhibitor project, cell-based, single point, plate reader; Huh7 miR-122 Renilla luciferase sensor, 48 h; neutral wells = 0, positive control = 100; activation (reporter increase), % at 12.5 µM; 0.3% of 340,000 active;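 active = mean replicate activation score at least 90 and every replicate individually at or above 90; inconclusive = only one of the two criteria met; inactive = neither criterion met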;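 also: higher luciferase means less miR-122 activity so hits act as miR-122 inhibitors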
C2C12 statin: suppressors of statin myotoxicity in C2C12 myotubes, primary screen, cell-based, single point, plate reader; 0.78% of 330,000 active; rescue of ATP level, % at 7.49 µM; C2C12 myotubes + simvastatin, ATP luminescence, 48 h; scaled: DMSO 0, geranylgeraniol control 100;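 active = mean ATP rescue above about 67%, or every replicate alone reaching that limit, limit read from the data, passing the limit was not always enough; inconclusive = no clear call, values can overlap the other calls; inactive = mean under the limit and some replicate under it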;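 also: myotubes were challenged with 10 µM simvastatin during compound exposure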
ERp5 block: inhibitors of ERp5-driven insulin aggregation, primary screen, biochemical, turbidity, absorbance 650 nm, single point; 0.05% of 350,000 active; inhibition, % at 9.99 µM; 90 min; AID 651711, 2012; Protein disulfide-isomerase A6 (Homo sapiens), Q15084;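 active = mean replicate inhibition above about 25%, with every replicate also reaching it, limit read from the data, passing the limit was not always enough; inconclusive = only one of those two criteria met; inactive = neither criterion met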
Target sequence (Q15084 whole entry, looked up): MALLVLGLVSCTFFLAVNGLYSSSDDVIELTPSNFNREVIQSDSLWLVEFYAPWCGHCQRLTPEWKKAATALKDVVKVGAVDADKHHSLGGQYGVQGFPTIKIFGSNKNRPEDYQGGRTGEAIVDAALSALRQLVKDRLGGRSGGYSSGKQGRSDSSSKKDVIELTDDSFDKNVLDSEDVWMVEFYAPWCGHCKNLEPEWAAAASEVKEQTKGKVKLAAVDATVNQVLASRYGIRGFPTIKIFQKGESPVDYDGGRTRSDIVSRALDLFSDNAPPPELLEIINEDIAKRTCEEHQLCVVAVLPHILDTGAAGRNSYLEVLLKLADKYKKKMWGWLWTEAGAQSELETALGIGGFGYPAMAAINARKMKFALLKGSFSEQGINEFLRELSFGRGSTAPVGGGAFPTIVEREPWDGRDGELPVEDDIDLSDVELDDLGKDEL
SIRT5 inh: SIRT5 desuccinylase inhibitors, primary screen, biochemical, fluorescence imaging, single point, set 5. NAD-dependent protein deacylase sirtuin-5, mitochondrial (Homo sapiens), Q9NXA8. Purified SirT5, succinyl-peptide AMC, trypsin-coupled fluorescence. inhibition, % at 15 µM. 1.1% of 330,000 active; in the data active = inhibition above about 15%; inconclusive = no clear call, values can overlap the other calls
Target sequence (Q9NXA8 whole entry, looked up): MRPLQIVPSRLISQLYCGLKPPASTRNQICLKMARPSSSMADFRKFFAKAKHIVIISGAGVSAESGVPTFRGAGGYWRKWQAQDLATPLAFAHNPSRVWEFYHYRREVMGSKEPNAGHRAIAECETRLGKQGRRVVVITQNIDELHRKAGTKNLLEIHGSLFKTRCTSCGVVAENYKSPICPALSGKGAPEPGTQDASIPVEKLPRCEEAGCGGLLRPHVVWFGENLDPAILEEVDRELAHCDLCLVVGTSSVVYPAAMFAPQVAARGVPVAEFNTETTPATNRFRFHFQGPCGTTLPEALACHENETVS
esBAF inh: Bmi1 luciferase reporter increase in mESCs, primary screen, esBAF inhibitor project, mouse ES cells, Bmi1 luciferase knock-in, single point; 24 h; 100% = twice the neutral-well signal; reporter increase, % at 12.5 µM; 2% of 350,000 active; AID 602393, 2012; in the data active = activation above about 40%; inconclusive = no clear call, values can overlap the other calls;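 also: 0% = median of the plate's neutral control wells and 100% = double that signal; a rise in the Bmi1 reporter signal indicates esBAF inhibition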
Active calls of the source: *; u = inconclusive; x = not tested or not shown; & = joins results of further samples; [ ] = another dose, or the depositor's remark.

SMILES	ARNT TACC3 PPI	Cneo AK release	miR-122 sensor	C2C12 statin	ERp5 block	SIRT5 inh	esBAF inh
N#Cc1ccc(NC(=O)C2=COCCO2)cc1	4	-1	-7	0	2	-1	28
CCOc1cc(/C=N/NC(=O)c2ccc(N(C)S(=O)(=O)c3ccccc3)cc2)ccc1OC	1	0	-2	-10	u	-14	-6
C=Cc1ccc(CC2(C)C(=O)Nc3ccc(Cl)cc32)cc1 (configuration not stated)	x	1	-4	14	6	x	-8
C[C@@H]1CCCCO[C@@H](CN(C)S(=O)(=O)c2ccc(F)cc2)[C@@H](C)CN([C@@H](C)CO)C(=O)c2cc(NC(=O)CCC(F)(F)F)ccc2O1	x	-4	-2[16.7 µM]	x	-7	4	6
COc1ccc(-c2cc(C(=O)NCc3ccco3)c3ccccc3n2)cc1OC	-8	-1	0	9	0	3	-8
COC(=O)c1ccccc1OC(=O)c1cc2ccccc2oc1=O	-14	-3	-1	-7	2	-5	5
COc1cc(Cl)c(CN2CCC(CCC(=O)NC3CC3)CC2)cc1OC	-3	1	3	14	-1	2	-3
CC1Cc2ccccc2N1C(=O)CN1CCC(n2nnc3cc(C(F)(F)F)ccc32)CC1 (configuration not stated)	8	-9	-8	-7	x	x	-5
O=C1O[C@H](c2ccccc2)[C@H](c2ccccc2)N2[C@H]1[C@@H](C(=O)N1CCCCCCC1)[C@]1(C(=O)Nc3ccc(C#CC4(O)CCCCCC4)cc31)[C@H]2c1ccccc1OCCO	15	-6	x	x	3	8	x
COC(=O)C1=C(C)Nc2c(c(=O)n(C)c(=O)n2C)C1c1cccs1 (configuration not stated)	-2	0	-1	-3	x	x	-12
C=CCn1c(SCC(=O)Nc2ccc(OC)cc2)nnc1-c1cnccn1	0	0	-7	-4	1	1	0
CNC[C@H]1Oc2cc(C#CC3CCCC3)ccc2S(=O)(=O)N([C@H](C)CO)C[C@H]1C	15	0	-32[16.7 µM]	-21	0	11	-5
O=C(CSc1nc2ccccc2s1)NCC1CCCO1 (configuration not stated)	-5	2	x	2	1	3	14
COc1ccc(NC(=O)CSC(C)c2nc3ccccc3c(=O)[nH]2)cc1 (configuration not stated)	-16	1	9	x	-3	-3	x
CC(Oc1ccc(Cl)cc1Cl)C(=O)N(C)c1ccccc1 (configuration not stated)	-31	-1	-3	32	-1	x	1
Oc1cccc(-c2ccc3nccn3c2)c1	x	-1	0	29	2	1	-1
Cc1occc1C(=O)N/N=C/c1cccc2ccccc12	x	-1	6	12	4	3	69*
CC(C)Sc1nc(SCC(=O)NCc2ccco2)c2c3c(sc2n1)COC(C)(C)C3	-8	-6	6	129*	x	x	u
CC1CCCCC1NC(=O)COC(=O)/C=C/c1ccc2c(c1)OCO2 (configuration not stated)	-2	2	5	x	x	x	x
COc1cccc2sc(=NC(=O)CS(=O)(=O)c3ccc(F)cc3)n(C)c12	4	0	-2	-20	-4	5	x
CC(C)NC(=S)N1CCN(Cc2ccc3c(c2)OCO3)CC1	-16	x	x	x	-7	-4	x
O=C1C2CC=CCC2C(=O)N1c1n[nH]c(Cc2ccccc2)n1 (configuration not stated)	0	0	3	-3	0	1	-3
CS(=O)(=O)N1CCC(C(=O)Nc2ccc(F)c(Cl)c2)CC1	6	1	-13	0	4	-5	-3
NCC(=O)N1CCC(C(=O)N[C@@H](Cc2c[nH]c3ccccc23)C(=O)O)CC1	3	0	-3	-2	5	-1	8
CC(/C=C1\SC(=S)N(c2ccc(C(=O)O)cc2)C1=O)=C\c1ccccc1	-6	x	-13	12	u	34*	1

Record cards, as listed above.
Oc1cccc(-c2ccc3nccn3c2)c1 is listed as ARNT TACC3 PPI = x; Cneo AK release = -1; miR-122 sensor = 0; C2C12 statin = 29; ERp5 block = 2; SIRT5 inh = 1; esBAF inh = -1
CNC[C@H]1Oc2cc(C#CC3CCCC3)ccc2S(=O)(=O)N([C@H](C)CO)C[C@H]1C is listed as ARNT TACC3 PPI = 15; Cneo AK release = 0; miR-122 sensor = -32[16.7 µM]; C2C12 statin = -21; ERp5 block = 0; SIRT5 inh = 11; esBAF inh = -5

The results go on:
SMILES	ARNT TACC3 PPI	Cneo AK release	miR-122 sensor	C2C12 statin	ERp5 block	SIRT5 inh	esBAF inh
C[C@@H](NC(=O)c1[nH]cnc1C(=O)Nc1ccccc1F)c1ccccc1	x	-1	-3	3	-5	1	-5
COc1ccc(CN(C)C(=O)[C@H]2O[C@@H](n3cnc4c(N)ncnc43)[C@H](O)[C@@H]2O)cc1OC	x	-1	0	4	-2	-1	-2
CO[C@H](CN(C)C(=O)c1cnccn1)[C@H](C)CN([C@@H](C)CO)S(=O)(=O)c1ccc(F)cc1	0	6	x	8	1	-21	0
O=C(c1cccc(F)c1)N1CC[C@@H]2[C@@H](CO)Nc3ccc(C#Cc4cccc(F)c4)cc3[C@@H]21	-8	-10	-3[16.7 µM]	-31	-3	0	2
CCCNC(=O)NC[C@H]1[C@H](c2ccc(C3=CCCCC3)cc2)[C@H](CO)N1C(C)=O	-2	-10	-29[16.7 µM]	15	3	5	-3
COc1ccc(OCc2cc(C(=O)NCC3(C)COC3)no2)c(Cl)c1	-2	1	-9	4	4	-2	43*
O=C(OCC(=O)N1CCOCC1)c1ccc(F)cc1Cl	3	0	-4	42	2	-7	9
COc1ccc(CC2(CO)CCN(Cc3cc4ccccc4o3)CC2)cc1	1	x	x	x	1	-1	x
O=C(COc1ccc(Cl)cc1)Nc1ccccc1CO	-9	0	1	22	x	x	31
COc1ccc(C(=O)N/C(=C\c2ccccc2)C(=O)Nc2ccc(C(=O)O)cc2)cc1	-10	0	-14	-13	-5	2	-5
C[C@H](CO)N1C[C@H](C)[C@@H](CN(C)Cc2ccccc2)Oc2ncc(/C=C/c3ccccc3)cc2C1=O	3	10	3[16.7 µM]	11	3	x	-3
O=C(Cn1c(=O)cnc2ccccc21)N1CCCc2ccccc21	-6	-1	x	0	6	-1	-7
Cc1cc(C)cc(NC(=O)CCNC(=O)c2ccc([N+](=O)[O-])cc2)c1	-3	0	16	-4	4	-4	-6
CCC(CC)C(=O)c1c[nH]c(C(=O)NCCc2ccccn2)c1	5	-2	-3	-25	x	x	7
COc1ccc(-n2ccc(=O)c3c2CCCC3=O)cc1	-6	1	7	x	x	x	0
CCC(C)[C@H](NC(=O)NC1CCCc2ccccc21)C(=O)O (some centres not stated)	x	-1	x	-3	x	x	-5
O=S1(=O)CCN2N=C(C34CC5CC(CC(C5)C3)C4)SC2=N1	7	x	x	x	5	-4	x
CC(C)Cn1c(N)c(C(=O)CSc2nccn2C)c(=O)n(C)c1=O	x	0	x	-14	2	-3	-6
C/C=C/c1cccc(-c2nc(C(=O)NCc3ccncc3)cc3c2[C@H](CCO)N([S@@](=O)C(C)(C)C)C3)c1	52*	7	x	-2	-4	2	-9
CCOC(=O)C1CCN(C(=O)c2cc3c(=O)n4ccccc4nc3n2C)CC1	-3	x	x	x	-1	-17	x
COc1cc(NC(=O)c2cncc(-c3ccc(C#N)cc3)c2)cc(C(=O)Nc2cccc(C(F)(F)F)c2)c1	-2	0&-1	-13&2	-20&-21	5&-4	-6	-4&-7
Cc1cccc(-n2nnc(C(=O)NCc3ccc4c(c3)OCO4)c2N)c1	4	-2	5	26	x	x	1
C[C@H]1CCCCO[C@H](CN(C)Cc2ccc(C(F)(F)F)cc2)[C@@H](C)CN([C@@H](C)CO)C(=O)c2cc(NS(=O)(=O)c3ccc(Cl)cc3)ccc2O1	6	3	-4[16.7 µM]	x	-6	19*	-8
CCC(=O)Nc1ccc2c(c1)C(=O)N(C)[C@@H]1CC[C@H](CC(=O)NC3Cc4ccccc4C3)O[C@H]1CO2	8	7	-4[16.7 µM]	-18	3	0	-7
CCOC(=O)C1C(=O)C=C(c2ccc(OC)cc2)CC1c1ccco1 (configuration not stated)	5	-5	1	16	x	x	16
SMILES	ARNT TACC3 PPI	Cneo AK release	miR-122 sensor	C2C12 statin	ERp5 block	SIRT5 inh	esBAF inh
CCOc1cccc(=O)c2c(C)n(C)c(C)c12	-3	1	x	-1	x	x	-6
CCCCN(C)CCC(=O)Nc1ccc(OC)cc1OC	-5	0	-4	-1	x	x	-2
C[C@@H]1CCCCO[C@H](CN(C)C(=O)Nc2ccc(C(F)(F)F)cc2)[C@H](C)CN([C@H](C)CO)C(=O)c2cc(NC(=O)Nc3ccc(F)cc3)ccc2O1	4	1	-5[16.7 µM]	-7	1	9	2
Cc1c(C(=O)N2CCOCC2)[nH]c2c1C(=O)CC(c1ccc(Cl)cc1)C2 (configuration not stated)	5	-3	19	12	x	x	-1
Cc1cc(C)c(C#N)c(SCC(=O)N2CCCCC2)n1	-5	2	0	x	x	x	x
COc1ccccc1-c1cnc2c(c1)C(=O)N([C@H](C)CO)C[C@H](C)[C@H](CN(C)Cc1cncnc1)O2	-17	0	15[16.7 µM]	2	0	-30	-9
CC1(C)Cc2ccccc2-c2c1c(=O)n(Cc1ccccc1)c1nnnn21	-7	x	-2	3	x	x	1
COc1ccccc1NS(=O)(=O)c1cccc(C(=O)N2CCN(C/C=C/c3ccccc3)CC2)c1	3	3	x	x	2	0	x
Cc1ccccc1CCNC(=O)C1CCC(=O)N(Cc2ccc(Cl)cc2)C1 (configuration not stated)	-3	-2	0	-3	-6	-2	-4
CCC1CCCCN1C(=O)CSc1nc2c(cnn2-c2ccc(C)cc2)c(=O)[nH]1 (configuration not stated)	-12	-6	x	-5	0	-2	-2
COc1ccc(NC(=O)[C@H](COCc2ccccc2)NC(=O)OC(C)(C)C)cc1	-5	0	23	10	x	x	-2

Grouped by structure, the compounds so far with a Cl atom (ten)
SMILES	ARNT TACC3 PPI	Cneo AK release	miR-122 sensor	C2C12 statin	ERp5 block	SIRT5 inh	esBAF inh
C=Cc1ccc(CC2(C)C(=O)Nc3ccc(Cl)cc32)cc1 (configuration not stated)	x	1	-4	14	6	x	-8
COc1cc(Cl)c(CN2CCC(CCC(=O)NC3CC3)CC2)cc1OC	-3	1	3	14	-1	2	-3
CC(Oc1ccc(Cl)cc1Cl)C(=O)N(C)c1ccccc1 (configuration not stated)	-31	-1	-3	32	-1	x	1
CS(=O)(=O)N1CCC(C(=O)Nc2ccc(F)c(Cl)c2)CC1	6	1	-13	0	4	-5	-3
COc1ccc(OCc2cc(C(=O)NCC3(C)COC3)no2)c(Cl)c1	-2	1	-9	4	4	-2	43*
O=C(OCC(=O)N1CCOCC1)c1ccc(F)cc1Cl	3	0	-4	42	2	-7	9
O=C(COc1ccc(Cl)cc1)Nc1ccccc1CO	-9	0	1	22	x	x	31
C[C@H]1CCCCO[C@H](CN(C)Cc2ccc(C(F)(F)F)cc2)[C@@H](C)CN([C@@H](C)CO)C(=O)c2cc(NS(=O)(=O)c3ccc(Cl)cc3)ccc2O1	6	3	-4[16.7 µM]	x	-6	19*	-8
Cc1c(C(=O)N2CCOCC2)[nH]c2c1C(=O)CC(c1ccc(Cl)cc1)C2 (configuration not stated)	5	-3	19	12	x	x	-1
Cc1ccccc1CCNC(=O)C1CCC(=O)N(Cc2ccc(Cl)cc2)C1 (configuration not stated)	-3	-2	0	-3	-6	-2	-4
